# Source: PubChem BioAssay (several laboratories)
# aSyn 5UTR inh = 5' untranslated region of α-synuclein, MLPCN primary screen; AID 1813; 0.82% of 300,000 active; alpha-synuclein 5'UTR reporter, inhibitor activity; inhibition, % (tested at 7.5 µM); in the data active means inhibition above about 60%; inconclusive means no clear call, values can overlap the other calls;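 further: H4 neuroglioblastoma cells stably carrying SNCA 5'UTR luciferase fusion; 0% = DMSO wells and 100% = positive control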
# IEC-6 cytotox = kills IEC-6 intestinal cells in KLF5 counter-screen | IEC-6 cytotoxicity, luminescence viability | inhibition, % at 5 µM | 0.78% of 290,000 active | AID 1825; in the data active means inhibition above about 22%;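 further: 0% = plate median of test compound wells and 100% = cytotoxic reference compound wells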
# HSF1 activator = increases HSF-1 driven luciferase reporter signal | NIH3T3-HGL HSF-1 luciferase reporter, MG132, 8 h; 100% = twice DMSO control signal | activation, % at 9 µM | 1.7% of 300,000 active | AID 504408;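 active means mean replicate activation of at least 50% with a set share of replicates each reaching 50%; inconclusive means only one of those two conditions met; inactive means mean below 50% and too few replicates reaching it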;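 further: 0% = median of the neutral control wells and 100% = twice that signal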
# KLF5 inhibitor = kruppel-like factor 5 inhibition. 0.23% of 290,000 active. DLD-1 KLF5 promoter-luciferase reporter, luminescence. inhibition, % at 5 µM;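 active means inhibition above a per-plate limit of that plate's mean compound inhibition plus 3 SD, cut at about 60% in these data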;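 further: 0% = DMSO wells and 100% = LY294002 at 200 µM; higher means less KLF5 promoter-driven luciferase light; inactives centre near -14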
# HSP90 inh = HSP90 refolding inhibition in rabbit reticulocyte lysate; inhibition, % at 5.6 µM; luciferase refolding luminescence, 3 h; AID 1789; 0.91% of 290,000 active;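 active means inhibition above the screen-wide mean plus 3 SD, computed separately per campaign, cut at about 16% in these data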;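 further: 0% = DMSO wells and 100% = 60 µM geldanamycin wells; inhibitors lower the luminescence because luciferase stays unfolded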
# HSF1 inhib = HSF1 inhibition | NIH3T3-HGL HSE-luciferase, MG132-induced, luminescence 8 h; stronger effect = lower value | activity change, negative = inhibition, % at 7.5 µM (by protocol) | 0.77% of 300,000 active;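 active means more than half of replicate wells show activity change below -50%, luminescence cut by over half; inconclusive means some wells, but at most half, below -50%; inactive means no replicate well below -50%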;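 further: luciferase reports HSF-1 transcriptional activity via heat shock element; 0% = median of DMSO wells and -100% = zero luminescence signal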
# GSK3B inh = inhibitors of human GSK3beta kinase; AID 2097; activity score (negative = inhibition), % at 10 µM; GST-GSK3beta kinase, ADP-Glo luminescence, 60 min; stronger effect = lower value; 0.038% of 300,000 active; P49841;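 active means more than half of replicate wells score below -50%, meaning over 50% inhibition versus plate controls; inconclusive means some replicates but at most half score below -50%; inactive means no replicate scores below -50%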;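 further: 0% = median DMSO wells and -100% = median GW8510 positive control wells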
# Target sequence (P49841 whole entry, looked up): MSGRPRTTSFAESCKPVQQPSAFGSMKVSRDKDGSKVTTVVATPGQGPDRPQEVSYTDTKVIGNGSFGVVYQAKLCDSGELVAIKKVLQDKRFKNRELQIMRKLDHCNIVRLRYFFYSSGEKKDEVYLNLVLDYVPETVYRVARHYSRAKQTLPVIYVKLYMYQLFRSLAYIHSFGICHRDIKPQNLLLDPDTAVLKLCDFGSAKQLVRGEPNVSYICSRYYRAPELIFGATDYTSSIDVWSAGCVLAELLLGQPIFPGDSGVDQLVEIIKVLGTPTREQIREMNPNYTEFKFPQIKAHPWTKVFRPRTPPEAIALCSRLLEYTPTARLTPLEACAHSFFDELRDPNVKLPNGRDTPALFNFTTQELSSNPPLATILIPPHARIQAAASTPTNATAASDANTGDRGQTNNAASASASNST
#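 test system = GST-tagged human GSK3beta kinase, cell-free | reagent = 25 µM ATP with peptide substrate | dosing = one dose of 10 µM per compound | schedule = 60 min reaction, RT | detection = luminescent ADP-Glo measurement of ADP formed | control set = DMSO neutral wells and GW8510 at 20 µM as positive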
# Platelet DG rel = modulates dense granule release in human platelets. human platelet-rich plasma, SFLLRN dense granule ATP release, luminescence. 0.22% of 300,000 active. AID 1663. inhibition, %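 (compounds screened at 7.5 µM in platelet-rich plasma)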;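 active means mean replicate score, as percent of positive control, at or above 50; inconclusive means mean below 50 but at least one replicate at or above 50; inactive means mean and every replicate below 50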
# GSK3A inh = human GSK-3 alpha kinase inhibition; AID 2650; P49840; 0.1% of 320,000 active; ADP-Glo luminescence, 60 min; inhibition, % at 10 µM;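 in the data active means inhibition above about 50%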;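 further: GST-tagged GSK-3 alpha with peptide substrate and 25 µM ATP; 0% = DMSO neutral wells and 100% = GW8510 positive control wells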
# Target sequence (P49840 whole entry, looked up): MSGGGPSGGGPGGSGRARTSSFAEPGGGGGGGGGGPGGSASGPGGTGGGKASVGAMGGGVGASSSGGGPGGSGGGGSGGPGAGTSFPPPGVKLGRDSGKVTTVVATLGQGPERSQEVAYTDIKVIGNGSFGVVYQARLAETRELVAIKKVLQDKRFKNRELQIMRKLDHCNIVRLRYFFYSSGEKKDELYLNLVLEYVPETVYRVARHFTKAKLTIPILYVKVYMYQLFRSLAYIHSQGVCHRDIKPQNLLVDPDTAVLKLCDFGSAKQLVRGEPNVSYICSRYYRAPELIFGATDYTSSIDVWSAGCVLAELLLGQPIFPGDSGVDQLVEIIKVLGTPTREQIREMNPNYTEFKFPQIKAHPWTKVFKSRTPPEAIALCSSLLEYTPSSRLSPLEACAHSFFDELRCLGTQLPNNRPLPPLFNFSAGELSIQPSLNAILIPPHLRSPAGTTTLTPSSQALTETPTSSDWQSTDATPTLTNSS
# Dyrk1A ADPGlo = Dyrk1A (rat) kinase inhibition. Q63470. 0.43% of 310,000 active. inhibition, % at 12.5 µM. ADP-Glo luminescence, NFATc1 peptide; in the data active means inhibition above about 50%;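 further: plate controls were vehicle with enzyme for no effect and no enzyme for full effect; many of its hits are not listed in these tables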
# Active calls of the source: *; ? = inconclusive; nt = not tested or not shown.
# Start of the data: the first two compounds, to show the layout:
1. COCCn1nnnc1CN(Cc1cccnc1)Cc1cc2cc(OC)ccc2[nH]c1=O
2. Cc1ccc(NC(=O)C(=O)NCCN2CCN(C(=O)C(c3ccccc3)c3ccccc3)CC2)cc1
screen / no.	1	2
aSyn 5UTR inh	-1	24
IEC-6 cytotox	6	-3
HSF1 activator	-20	-21
KLF5 inhibitor	-17	3
HSP90 inh	0	-1
HSF1 inhib	-9	2
GSK3B inh	1	-1
Platelet DG rel	-10	4
GSK3A inh	nt	0
Dyrk1A ADPGlo	11	-7

# This part in full, previewed entries included:
1. COCCn1nnnc1CN(Cc1cccnc1)Cc1cc2cc(OC)ccc2[nH]c1=O
2. Cc1ccc(NC(=O)C(=O)NCCN2CCN(C(=O)C(c3ccccc3)c3ccccc3)CC2)cc1
3. CCNc1ccc(C(=O)OCC(=O)NCCN2C(=O)CSC2=O)cc1[N+](=O)[O-]
4. CNc1oc(/C=C/c2cccc(OC)c2)nc1C#N
5. CCCN1CCC(NC(=O)Nc2ccc([N+](=O)[O-])cc2)CC1
6. CCCc1[nH]n(-c2ccc(F)cc2)c(=O)c1C=Nc1cccc(F)c1
7. Brc1ccc(-c2csc(N/N=C/c3ccc4c(c3)OCO4)n2)cc1
8. COC(=O)c1oc2c(c1C)C(=O)CC(C)(C)C2
9. COc1ccc(-c2csc(NC(C)=O)n2)cc1OC
10. COC(=O)c1cn(Cc2cccnc2)c(=O)c2ccccc12
screen / no.	1	2	3	4	5	6	7	8	9	10
aSyn 5UTR inh	-1	24	0	-180	-16	-25	-59	9	-20	13
IEC-6 cytotox	6	-3	-1	7	1	-6	4	0	-4	-9
HSF1 activator	-20	-21	-1	48	-1	2	13	-13	8	11
KLF5 inhibitor	-17	3	10	-81	3	23	-4	-22	-44	-11
HSP90 inh	0	-1	-5	4	2	-3	-2	-1	3	-3
HSF1 inhib	-9	2	-3	27	5	0	3	-5	5	2
GSK3B inh	1	-1	4	-2	-3	5	0	1	-1	1
Platelet DG rel	-10	4	4	-2	-4	-6	1	-4	-3	4
GSK3A inh	nt	0	1	-1	-1	-3	1	3	0	1
Dyrk1A ADPGlo	11	-7	nt	0	-3	-1	3	-1	-7	5

11. CCOc1cccc(OCCCCN2CCOCC2)c1
12. Fc1ccc(NC(=S)N2CCN(c3ccccn3)CC2)cc1Cl
13. CCCCCC(=O)NNC1CC(=O)N(c2cccc(OCC)c2)C1=O (stereo not drawn)
14. CCOC(=O)c1ccc(NS(C)(=O)=O)cc1
15. OC1CCN(Cc2cccc3ccccc23)CC1
16. O=C(CCCc1ccccc1)Nc1cccnc1Cl
17. CCc1cc(=O)oc2cc(OC(=O)c3ccco3)ccc12
18. OCC1(CCOc2ccccc2)CCN(C2Cc3ccccc3C2)CC1
19. CCOC(=O)c1c(S(=O)(=O)NCC(=O)N2CCN(c3ccccc3OC)CC2)c(C)n(C)c1C
20. COc1ccc(OC)c(CN2CCN(C(=O)c3ccc(NS(=O)(=O)c4cccc([N+](=O)[O-])c4)cc3)CC2)c1
screen / no.	11	12	13	14	15	16	17	18	19	20
aSyn 5UTR inh	-20	12	14	-6	16	-52	15	1	8	18
IEC-6 cytotox	-2	nt	-5	-2	11	-3	4	1	-5	nt
HSF1 activator	-6	19	-1	13	36	6	2	19	2	-25
KLF5 inhibitor	-34	nt	-19	-39	12	-11	-16	-27	-27	nt
HSP90 inh	-1	nt	0	7	0	-1	-2	-2	-1	nt
HSF1 inhib	-2	12	-1	-4	13	1	-10	-4	-2	-6
GSK3B inh	-1	-6	-1	-1	-5	0	-2	-2	nt	0
Platelet DG rel	2	4	13	-1	1	4	5	-6	1	4
GSK3A inh	nt	-2	-1	-3	0	1	1	-2	-2	-33
Dyrk1A ADPGlo	5	-4	-2	-3	2	2	12	5	1	-9

21. Cc1cc(C)cc(NC(=S)NC(=O)CCN2C(=O)c3ccccc3C2=O)c1
22. CCc1cccc2c(C(=O)COC(=O)c3ccc(O)cc3)c[nH]c12
23. COCCCNC(=O)c1cn(C)c(=O)c2cc(OC)c(OC)cc12
24. COc1ccccc1CC(=O)N(Cc1ccccc1)c1ccc(C)cc1
25. Cc1ccc(-c2csc3ncnc(Cl)c23)cc1
26. CCOC(=O)c1c[nH][nH]c1=O
27. COc1cc(C(=O)NCCCc2ccccc2)cc(OC)c1OC
28. Cc1ccc(NC(=O)C2CCCN(C(=O)c3ccc(Cl)cc3)C2)cc1C (stereo not drawn)
29. Cc1cccc(C(=O)N[C@H](C(=O)Nc2nc(C)cs2)C(C)C)c1
30. O=C(COC(=O)c1cc([N+](=O)[O-])ccc1N1CCOCC1)Nc1ncc(Cl)cc1Cl
screen / no.	21	22	23	24	25	26	27	28	29	30
aSyn 5UTR inh	-10	-109	25	-7	-31	4	-25	-100	-2	14
IEC-6 cytotox	4	8	1	-10	2	-2	0	3	3	-1
HSF1 activator	-17	-9	0	0	-11	1	11	40	17	5
KLF5 inhibitor	2	0	-13	-5	22	-13	-15	-76	-13	2
HSP90 inh	-1	-5	-2	2	3	-2	0	0	2	-4
HSF1 inhib	-6	7	-6	5	-1	-1	10	27	3	-4
GSK3B inh	-2	11	3	1	3	-1	2	3	1	0
Platelet DG rel	4	-15	0	3	-11	2	-20	2	4	-11
GSK3A inh	-1	0	-7	1	3	-1	1	1	-2	9
Dyrk1A ADPGlo	1	2	6	-1	-4	-5	8	2	0	1

# Quoted from the listing:
# CCc1cccc2c(C(=O)COC(=O)c3ccc(O)cc3)c[nH]c12 in GSK3A inh is entered as 0
# COc1cc(C(=O)NCCCc2ccccc2)cc(OC)c1OC in HSF1 activator is entered as 11

# Carrying on.
31. CC(C)NC(=O)C(c1ccc(F)cc1)N(C(=O)CCC(=O)Nc1ccccn1)c1ccccc1F (stereo not drawn)
32. COc1ccc(CCNC(=O)CSc2nc3c(c(=O)n(C)c(=O)n3C)n2C)cc1OC
33. CC1(C)CC(=O)N(Cc2ccccc2)C(=O)C1
34. CCOc1cc(NC(=S)NCc2ccco2)c(OCC)cc1NC(=O)c1ccco1
35. O=C(NC(Cc1ccccc1)C(=O)Oc1ccc2c(C(F)(F)F)cc(=O)oc2c1)OCc1ccccc1 (stereo not drawn)
36. CCOC(=O)c1sc(NC(=S)NC(=O)C2CC2)cc1C
37. O=C(COC(=O)C12CC3CC(CC(C3)C1)C2)Nc1nccs1
38. CC(C)C(CC(=O)N1CCCCC1)C1CCOC(C)(C)C1 (stereo not drawn)
39. Cc1ccccc1/C(N)=N/OC(=O)/C=C/c1ccccc1
40. COc1ccccc1NC(=O)C1=C(C)Nc2nc(-c3cccs3)nn2C1c1cccc(O)c1 (stereo not drawn)
screen / no.	31	32	33	34	35	36	37	38	39	40
aSyn 5UTR inh	1	23	3	-24	5	-85	7	22	-178	7
IEC-6 cytotox	5	1	5	-2	-1	0	7	0	3	-2
HSF1 activator	-4	14	-1	?	-9	23	-4	11	48	17
KLF5 inhibitor	-32	-21	-5	-44	8	15	-6	-5	-113	0
HSP90 inh	1	0	7	1	-1	1	4	4	-1	2
HSF1 inhib	-3	0	-8	25	-4	21	-8	-8	18	-3
GSK3B inh	nt	1	0	2	3	1	2	1	1	2
Platelet DG rel	-2	1	-1	2	-10	-7	-12	-2	-4	2
GSK3A inh	-1	6	1	-1	1	-2	-1	-1	-1	-1
Dyrk1A ADPGlo	-5	4	4	-6	nt	-4	-3	-3	7	-8

# Reprinted at random: 2 compounds from above
37. O=C(COC(=O)C12CC3CC(CC(C3)C1)C2)Nc1nccs1
36. CCOC(=O)c1sc(NC(=S)NC(=O)C2CC2)cc1C
screen / no.	37	36
aSyn 5UTR inh	7	-85
IEC-6 cytotox	7	0
HSF1 activator	-4	23
KLF5 inhibitor	-6	15
HSP90 inh	4	1
HSF1 inhib	-8	21
GSK3B inh	2	1
Platelet DG rel	-12	-7
GSK3A inh	-1	-2
Dyrk1A ADPGlo	-3	-4

# (further entries)
41. C=CCn1c(C)c(C(C)=O)c(SC)nc1=S
42. Cc1ccc(Cl)cc1NS(=O)(=O)c1ccc(-n2cccn2)cc1
43. Cc1cccn2c(=O)c(C=NCc3ccccc3)c(NCCO)nc12
44. CCOC(=O)c1ccc(N2CCN(C(C)=O)CC2)c(NC(=O)c2cccnc2)c1
45. CCOc1ccc(CCNC(=O)CCNC(=O)c2ccco2)cc1OCC
46. Cc1nn(C(=O)c2cccnc2)c(C)c1Sc1ccccc1
47. CCOC(=O)C1=C(C)NC(=O)NC1C1CC=CCC1 (stereo not drawn)
48. CCOC(=O)C1CCN(C(=O)Cc2c(C(=O)O)n(C)c3ccccc23)CC1
49. N/C(=N\OC(=O)c1cccs1)c1ccc(Cl)cc1
50. COC(=O)c1ccc(CN2CCCC(CCC(=O)NCc3ccc(C)o3)C2)cc1 (stereo not drawn)
screen / no.	41	42	43	44	45	46	47	48	49	50
aSyn 5UTR inh	7	-6	3	20	6	12	-4	13	-104	-13
IEC-6 cytotox	0	7	7	-4	2	-1	0	2	-1	-1
HSF1 activator	0	-9	-9	-4	-4	-7	23	-6	60*	-15
KLF5 inhibitor	-13	-10	0	-14	-36	-29	-9	-6	-78	-23
HSP90 inh	1	3	3	1	-1	-4	-1	2	-5	-1
HSF1 inhib	2	-3	-2	-3	-10	-4	-4	-5	16	1
GSK3B inh	2	1	4	2	0	1	2	-1	-2	2
Platelet DG rel	-1	-7	2	8	-2	1	6	1	-8	-6
GSK3A inh	-1	nt	11	-1	-2	2	0	0	-1	0
Dyrk1A ADPGlo	4	-2	15	6	6	-6	-3	13	nt	-1

51. Cn1cc(C(=O)NCc2ccc(Cl)cc2)c(=O)c2cc(S(=O)(=O)N3CCOCC3)ccc21
52. COc1cc(OC)nc(Oc2ccccc2C(=O)Oc2ccccc2Cl)n1
53. CCCCNC(=S)N(CCN(C)C)Cc1cc2cc3c(cc2[nH]c1=O)OCCO3
54. Cc1ccc(S(=O)(=O)N2CCN(C(=O)N3CCOCC3)CC2)cc1C
55. COc1ccc(OCCC(=O)OCC(=O)NCc2ccco2)cc1
56. O=C(NC1CCN(S(=O)(=O)c2ccc(F)cc2)CC1)c1ccco1
57. Clc1cccc(-c2cc3nc4c(c(NCc5ccco5)n3n2)CCCC4)c1
58. COc1ccc(-c2cc(C(=O)Nc3c(Cl)cc(Cl)cc3Cl)c3ccccc3n2)cc1OC
59. COc1ccc(-c2noc(CSc3ccccc3)n2)cc1OC
screen / no.	51	52	53	54	55	56	57	58	59
aSyn 5UTR inh	9	3	0	10	9	13	-115	32	-114
IEC-6 cytotox	2	2	-1	1	-1	-2	0	-5	-9
HSF1 activator	-6	-12	-2	-3	4	37	58*	-10	39
KLF5 inhibitor	-19	-34	-40	-4	12	-5	-149	-2	-41
HSP90 inh	-2	-1	-1	-1	0	-1	5	2	-5
HSF1 inhib	-4	-2	-3	-1	4	7	22	2	29
GSK3B inh	4	-3	-2	1	1	0	-1	2	1
Platelet DG rel	-3	-7	-4	1	-9	-9	-16	-10	2
GSK3A inh	-3	-1	-1	-1	1	-2	-4	-2	-1
Dyrk1A ADPGlo	-3	26	14	-8	0	-7	1	0	-4

# Only part of the results is shown. The share of hits here may be higher or lower than overall.
